mcGAS MS inh – inhibitors of Mus musculus cyclic GMP-AMP synthase, initial high-throughput assay, cell-free, RapidFire MS; inhibition, % at 12.5 µM; AID 1259397, 2018; recombinant mouse cGAS, cGAMP by RapidFire MS; 0.18% of 130,000 active;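 active = inhibition of cGAS enzyme activity at or above 60%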;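 also: enzyme stimulated by 45 bp dsDNA with ATP and GTP substrates; cGAMP share of summed cGAMP plus half ATP and half GTP signals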
Target sequence (Q8C6L5 whole entry, looked up): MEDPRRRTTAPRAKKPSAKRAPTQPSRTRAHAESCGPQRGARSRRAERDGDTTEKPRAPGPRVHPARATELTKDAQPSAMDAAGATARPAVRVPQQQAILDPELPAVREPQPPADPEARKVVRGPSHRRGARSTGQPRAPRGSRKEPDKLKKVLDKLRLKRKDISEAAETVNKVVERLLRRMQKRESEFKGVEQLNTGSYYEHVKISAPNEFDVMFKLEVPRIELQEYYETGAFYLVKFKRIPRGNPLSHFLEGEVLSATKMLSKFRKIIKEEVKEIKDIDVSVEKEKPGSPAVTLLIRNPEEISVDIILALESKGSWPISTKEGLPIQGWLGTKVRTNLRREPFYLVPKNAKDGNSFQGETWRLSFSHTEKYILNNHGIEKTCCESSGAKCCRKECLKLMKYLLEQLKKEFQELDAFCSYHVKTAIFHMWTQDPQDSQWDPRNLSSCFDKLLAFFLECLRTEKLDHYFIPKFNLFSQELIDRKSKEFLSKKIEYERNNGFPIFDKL
Numbers without * were called inactive. Not all compounds are listed. The share of hits here may be higher or lower than overall.

SMILES | mcGAS MS inh
CC1CC(C)CN(c2nc3c(c(=O)n(C)c(=O)n3C)n2CCSc2nc3ccccc3s2)C1 (stereo not given) | 0.0
CN1CCN2CCN(C(=O)c3cccc(-c4ncc[nH]4)c3)CC2C1 (stereo not given) | -11.9
CN(C)C(=O)c1ccccc1NCCOCC(F)(F)F | 1.7
CCn1ccc2ccn(CC(=O)N3CCN(c4ccc(OC)cc4)CC3)c(=O)c21 | -1.1
CCC(C)(N)c1nc(-c2cccs2)cc(=O)[nH]1 (stereo not given) | -6.6
COC1=CC(=O)C=C(OC)C1=O | -11.0
Cc1cc(N2CCN(CC(=O)N3CCOCC3)CC2)nc(-c2ccncc2)n1 | -46.8
CC(C)N(CCC(N)=O)Cc1ccnc2ccccc12 | -0.2
COCC(C)n1c(C)cc(C(=O)Cn2cc(C(F)(F)F)cc(Cl)c2=O)c1C (stereo not given) | -11.9
O=c1[nH]c(CN2CCN(c3ncccn3)CC2)nc2c(Br)cc(Br)cc12 | -12.5
C=CCC(=O)N1CCc2ccc(NC(=O)CCc3ccc(C)cc3)cc2C1 | -4.5
COc1cccc(-c2cc(C(=O)N3CCC4(CCCNC4)C3)[nH]n2)c1 (stereo not given) | -37.3
Cc1c(C(=O)N2CCOC(C(F)(F)F)C2)cnc2cc(=O)[nH]n12 (stereo not given) | -12.9
CCOc1cccc(CN2CCC(N3CCC(C(=O)NCC4CCCO4)CC3)CC2)c1 (stereo not given) | -2.9
Cc1ccc(-n2ncc3c(=O)n(NC(=O)c4ccc(C)c([N+](=O)[O-])c4)cnc32)cc1 | -3.5
CSc1nsc(SC)c1C(=O)N1CCN(C(=O)c2ccccc2)C1c1ccccc1 (stereo not given) | -9.6
C=C(C)Cn1c(C(F)(F)F)nc2ccccc21 | -23.8
CCOC(=O)CC1(N(C)C(=O)c2cc(C)[nH]n2)CCCCC1 | 6.1
Cc1ccc(C(=O)Nc2ccc(CN3C(=O)CNC3=O)cc2)cn1 | 0.6
COc1ccc(S(=O)(=O)ON=C2C(C)=CC(=O)C=C2C)cc1 | 3.2
O=C(O)CCC(=O)NNC(=O)CNC(=O)c1ccc(Cl)cc1Cl | 4.8
NC(=O)N1CC=C(c2ccc(Oc3ncnc4sccc34)cc2)CC1 | 3.5
O=C(/C=C\c1ccco1)Nc1c2c(nn1-c1ccc(Cl)cc1)CSC2 | -10.2
c1cn(-c2ccc3cc[nH]c3c2)cn1 | -16.5
C=CCN1C(C(=O)c2ccccc2)=C(OC(=O)Cc2ccccc2)c2ccccc2S1(=O)=O | -0.2
NS(=O)(=O)c1ccc(Nc2nc(C3CC3)cs2)cc1 | -24.3
O=C(CNc1cccc(-c2ccc(Cl)c(Cl)c2)c1)NC1CCS(=O)(=O)C1 (stereo not given) | -3.0
Cc1ccc(NC(=O)NCC2CCCN(C3CCN(C)CC3)C2)cc1 (stereo not given) | -10.9
Cc1c(C(=O)O)sc2nc(C)n(C)c(=O)c12 | 0.1
CN(C)Cc1ccccc1N | 1.8
COCC(C)Nc1nc(Nc2ccc(OC)cc2)c2cn[nH]c2n1 (stereo not given) | -6.2
COc1cccc(NC(=O)NCC2CCN(Cc3cnc(C)[nH]3)C2)c1 (stereo not given) | -4.8
COc1cc(S(=O)(=O)N2CCN(CCO)CC2)ccc1Cl | 13.0
O=C(C(=O)N1CCc2c(nc(-c3ccccn3)[nH]c2=O)C1)c1ccccc1 | -7.1
CN1CC2(CCCN(Cc3cccc(OCC(=O)O)c3)C2)OC1=O (stereo not given) | -22.4
CCSc1ccc(NC(C)=O)nn1 | 7.6
CC(C)c1n[nH]c(C2CN(C(=O)C3(C#N)CCCC3)CCO2)n1 (stereo not given) | -3.7
Nc1ncc(Cc2ccc(Br)cc2)s1 | 18.2
CCC(C)c1ccccc1NC(=O)c1cnccn1 (stereo not given) | -8.3
O=C(CN1CCCCC1)N/N=C\c1cc2ccccc2nc1Cl | 2.3
CCN(CC1COc2ccccc2O1)C(=S)NCCCN(C)C (stereo not given) | -1.5
CC(=O)N1CCC(Oc2ccc(Cl)cc2C(=O)NCCC2=CCCCC2)CC1 | 1.6
Cc1onc(-c2ccccc2Cl)c1C(=O)Nc1ccccc1C(C)C | -11.5
CC(=O)NC(CO)C(=O)NCc1cccnc1N1CCN(C)CC1 (stereo not given) | -13.2
CC(C)=CCN1CCN(Cc2sccc2C)CC1CCO (stereo not given) | 6.2
O=C(Cn1cnnn1)N1Cc2cnn(Cc3ccc(F)cc3)c2C1 | -15.3
C=CCn1c(=O)c2c(nc3n2CCN3c2cccc(Cl)c2)n(C)c1=O | 1.0
CCOC(=O)C1(Cc2ccccc2C(F)(F)F)CCN(C(=O)C2=CCCC2)CC1 | -4.5
Cc1noc(C)c1CCC(=O)NC(C)c1cnn(-c2cccc3ccccc23)c1C (stereo not given) | -2.7
CC(C)CS(=O)(=O)c1nc2cccnc2s1 | -9.8
Cc1ccc(F)cc1NC(=O)CN1CC(O)Cc2ccc3ccccc3c21 (stereo not given) | -19.6
COc1ccc(N2CCN(C(=O)C3CC=CCC3C(=O)NCCc3cccs3)CC2)cc1 (stereo not given) | 3.3
Cc1nc(SCC(=O)N2CCCC2)c2c3c(sc2n1)CCC3 | -0.6
Cc1nn(C)c(N2CCOCC2)c1CN1CCCC(C(=O)c2ccccn2)C1 (stereo not given) | -11.1
O=[N+]([O-])c1ccc(C2c3cccn3CCCN2Cc2ccc(F)c(Cl)c2)cc1 (stereo not given) | -3.8
CCCCC(O)CN(Cc1ccco1)Cc1c(CC)nn(-c2ccccc2)c1Oc1ccccc1 (stereo not given) | -2.5
CS(=O)(=O)c1ncc(Cl)c(C(=O)O)n1 | -5.7
COCCNc1nc(Oc2ccccc2)c2sccc2n1 | 7.7
CC(=O)NCCNC(=O)c1nnc2n1CCN(Cc1ccccc1)C2 | -10.7
CC(=O)N1CCC(NCc2ccc(-n3ccnc3C)cc2)CC1 | -46.7

Single entries from above.
`Cc1ccc(F)cc1NC(=O)CN1CC(O)Cc2ccc3ccccc3c21` (stereo not given) in mcGAS MS inh = -19.6
`COc1ccc(N2CCN(C(=O)C3CC=CCC3C(=O)NCCc3cccs3)CC2)cc1` (stereo not given) in mcGAS MS inh = 3.3
`O=[N+]([O-])c1ccc(C2c3cccn3CCCN2Cc2ccc(F)c(Cl)c2)cc1` (stereo not given) in mcGAS MS inh = -3.8
`CC(=O)NCCNC(=O)c1nnc2n1CCN(Cc1ccccc1)C2` in mcGAS MS inh = -10.7
`Cc1nn(C)c(N2CCOCC2)c1CN1CCCC(C(=O)c2ccccn2)C1` (stereo not given) in mcGAS MS inh = -11.1

(further entries)
Molecule,mcGAS MS inh
CN(Cc1cccn1C)C(=O)CNC(=O)c1ccc(F)c(F)c1,-10.7
Cc1ccc(C(=O)O)cc1S(=O)(=O)Nc1ccc2cnn(C(C)C)c2c1,11.9
N#Cc1ccc(S(=O)(=O)N2CCCC2c2ccc3c(c2)OCCCO3)cc1 (stereo not given),-10.0
CCc1cc(-c2cccc(-n3cccn3)c2)ccc1NC(C)=O,-15.6
c1ccc(-c2cnc(CN3CCSc4ccccc43)o2)cc1,-8.3
Nc1nc(CSCCO)nc(Nc2ccc(F)cc2)n1,-17.5
COC(=O)Cn1c(=O)c2c(nc3n(-c4ccc(N(C)C)cc4)c(C)cn23)n(C)c1=O,-5.4
Cc1nn(-c2ccccn2)c2c1C(c1ccnn1-c1ccccc1)CC(=O)N2 (stereo not given),-13.8
COc1ccccc1OC(C)(C)C(=O)N1CCC(O)(CN(C)C)C1 (stereo not given),-21.0
COc1ccc(-n2nnnc2SCCC#N)cc1,-3.7
O=C(CN1C(=O)C(Oc2ccccc2)C1c1ccccn1)N1CCN(c2cccc(O)c2)CC1 (stereo not given),-4.4
C=C(C)COc1ccccc1C(=O)N1Cc2ccccc2CC1C(N)=O (stereo not given),-8.7
O=c1c2ccccc2oc2nc(C3CCCCC3)n(-c3ccccc3)c(=O)c12,-8.5
O=C(NC1CCCCC1)C1CCN(S(=O)(=O)c2ccc3c(c2)CCC3)CC1,-9.5
CCOC(=O)C1(Cc2ccccc2)CCCN(S(=O)(=O)c2c(C)nn(C)c2C)C1 (stereo not given),-8.1
N#CC(=C(O)CC12CC3CC(CC(C3)C1)C2)c1nc2ccccc2s1,-17.7
CCCCc1nc2cc(C(=O)N3CCCCC3C(=O)OC)ccc2o1 (stereo not given),-7.0
Cn1cc(C#N)cc1C(=O)NCCc1ccccc1C(F)(F)F,5.2
Cc1noc(C)c1S(=O)(=O)N1CCN(CC(O)COc2ccccc2F)CC1 (stereo not given),-2.9
O=C(C1CC[C@@H]2CCC[C@H]12)N1CCC(c2ccccc2)CC1 (stereo not given in full),3.4
CCCCOc1ccc(/C=C2N=C(/C=C\c3cccc([N+](=O)[O-])c3)OC/2=O)cc1,-3.0
CC(C)NC(=O)[C@@H]1C[C@H](N)CN1C(=O)c1cccnc1N(C)C1CCCCC1,-9.0
COc1cccc(C(=O)Nc2cc(-c3cccs3)nn2-c2nc(C)c(C)c(=O)[nH]2)c1OC,-4.6
Cc1cccc(C2(C(=O)NCCc3nccn3C)CCCC2)c1,-9.6
CCOCc1[nH]c(=S)[nH]c(=O)c1Cc1ccc(OC)cc1,-1.3
CC(C)COCCC(=O)Nc1ccc(S(=O)(=O)C(F)F)cc1,6.6
CCOc1ccc(N2CC(C)Cn3c2nc2c3c(=O)n(C)c(=O)n2C)cc1 (stereo not given),-5.7
Cc1ccccc1-c1cc2nc(NCc3ccc(N(C)C)cc3)n(C)c(=O)c2s1,9.1
Cn1c(=O)c2c(-c3ccccc3)n3ncccc3c2n(C)c1=O,-0.2
CCc1cccc2sc(N(Cc3ccccn3)C(=O)CCS(=O)(=O)c3ccc(OC)cc3)nc12,-4.7
CCNCc1cc(-c2cc(OC)c(OC)c(OC)c2)on1,-1.4
O=C(N1CCOCC1)C1(c2cccs2)CCCC1,-2.4
Cc1ccc(C(=O)NC2CCC(n3cnnc3)CC2)cc1N1CCNC1=O (stereo not given),-0.6
COc1ccccc1-c1cccc(C(=O)N2CCC3(CC2)CNC(=O)O3)c1,-25.1
Cc1cn2c3c(=O)[nH]c(=O)n(C)c3nc2n1CCCNc1ccccc1,-4.1
COc1cc(C(=O)NCC(C)c2ccncc2)cc(OC)c1Br (stereo not given),-8.7
O=C(NN=C1C(=O)c2cccc3cccc1c23)c1cc(-c2ccncc2)nc2ccccc12,-3.6
Cc1ccc(S(=O)(=O)N2CCN(C(=O)CCl)CC2)cc1C,-8.8
CC(C)(C)C1OCCCC1CNC(=O)NCc1ccncc1 (stereo not given),2.9
Cc1ccc(Sc2ccc(F)cc2)nc1,-6.9
CC1ON=C(c2ccccn2)N(Cc2ccc(S(C)(=O)=O)cc2)C1=O (stereo not given),-0.5
Cc1cccn2c(CC(=O)N3CCc4nc[nH]c4C3)cnc12,-5.4
CC(C)n1ncc2c(=O)[nH]c(Cc3ccccc3)nc21,2.2
O=S(=O)(NCc1ccc2c(c1)OCO2)c1cc(Cl)ccc1Cl,11.8
Cc1ccc(-n2nc(C(=O)c3ccc(Cl)cc3)c(N)c(C#N)c2=O)cc1,-7.6
Cc1noc(C)c1CN1CCN2C=C(C(=O)NC3CCc4ccccc43)OC2=NC1=O (stereo not given),-7.1
c1cncc(CN(CC2CCCO2)c2ccc3nccnc3n2)c1 (stereo not given),1.1
CCn1nc(C)c(/C=C2/COc3cc4c(cc3C2=O)OCO4)c1C,-65.3

Taken from the listing (5 entries):
Molecule,mcGAS MS inh
Cc1cccn2c(CC(=O)N3CCc4nc[nH]c4C3)cnc12,-5.4
CC(C)n1ncc2c(=O)[nH]c(Cc3ccccc3)nc21,2.2
O=S(=O)(NCc1ccc2c(c1)OCO2)c1cc(Cl)ccc1Cl,11.8
Cc1ccc(-n2nc(C(=O)c3ccc(Cl)cc3)c(N)c(C#N)c2=O)cc1,-7.6
Cc1noc(C)c1CN1CCN2C=C(C(=O)NC3CCc4ccccc43)OC2=NC1=O (stereo not given),-7.1

Laid out differently: results already given.
mcGAS MS inh	Structure
-5.4	Cc1cccn2c(CC(=O)N3CCc4nc[nH]c4C3)cnc12
2.2	CC(C)n1ncc2c(=O)[nH]c(Cc3ccccc3)nc21
11.8	O=S(=O)(NCc1ccc2c(c1)OCO2)c1cc(Cl)ccc1Cl
-7.6	Cc1ccc(-n2nc(C(=O)c3ccc(Cl)cc3)c(N)c(C#N)c2=O)cc1

The listing continues.
Molecule,mcGAS MS inh
COc1ccc(C(=O)Nc2cc(C(=O)Nc3ccc(Cl)cc3)ccc2N2CC3CC(C2)c2cccc(=O)n2C3)cc1 (stereo not given),-5.6
CC(C)n1nnnc1SCc1cc(F)cc2c1OCOC2,-5.4
COc1cc(C)c(Cl)cc1S(=O)(=O)NCc1ccc(C)cc1,-14.7
O=C1NC(C2CC2)(C2CC2)C(=O)N1CN1CCCC1c1ccsc1 (stereo not given),-8.7
Cc1cc2n(n1)C(c1ccco1)Nc1ccccc1-2 (stereo not given),-0.6
CSCCC(NC(N)=O)C(=O)Nc1ccc(C(C)C)cc1 (stereo not given),-2.5
Cc1ccc(C(O)=C2C(=O)C(=O)N(CCCN(C)C)C2c2ccc(Cl)cc2)cc1 (stereo not given),7.4
O=C(NC1CCSc2ccccc21)C1CC2CCCC(C1)C2=O (stereo not given),-10.1
CC(C)(C)NC(=O)c1cc(Cl)ccc1OC1CCN(Cc2cccnc2)CC1,-8.0
O=C(CNC1CC1)N1CCc2sccc2C1c1ccc(Cl)cc1 (stereo not given),-2.0
CC1(C(=O)NC2CCN(Cc3ccccc3)CC2)CCN1Cc1ccc(OC(F)(F)F)cc1 (stereo not given),-8.7
COc1cc(C2CC(c3cccnc3)=NN2c2ccc(F)cc2)cc(OC)c1OC (stereo not given),-1.1
Cc1ccc(Cl)c(-c2nccn2CCN2CCNC2=O)c1F,-12.8
CCc1ccc(Cl)c(CC)c1NC(=O)Cc1c(C)noc1C,4.9
COc1ccccc1CCN1CCC(CN(C)C(=O)C2CC(=O)c3ccccc32)CC1 (stereo not given),-4.2
Brc1ccc(CN2CCC(NCc3ccn[nH]3)CC2)cc1,-14.4
